# GRIN3A LBD mod: modulators (binders) of human NR3A ligand-binding domain | Tm shift relative to glycine control, % at 25 µM | NR3A LBD differential scanning fluorimetry, Tm shift; 0% = protein alone, 100% = glycine-bound protein | 340,000 tested, 2.5% active;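 active = melting temperature shift of at least 10% of the positive control shift, at one fixed dose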
# tim10-1 inh: tim10-1 yeast growth inhibition; 330,000 tested, 2.2% active; inhibition, % at 20 µM; AID 463190; S. cerevisiae tim10-1 ts strain growth, BacTiter-Glo, 24 h;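 active = inhibition of at least 40%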;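 note: mutant grown at 25 °C; 0% = DMSO wells with yeast and 100% = wells holding no yeast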
# NLRP3 yeast inh: inhibitors of NALP3 inflammasome in yeast. inhibition, % at 10 µM. Yeast reconstituted NLRP3/ASC/caspase-1, beta-gal luminescence, 24 h. 330,000 tested, 0.39% active. AID 2825;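 active = inhibition of 50% or more; inactive = inhibition below 50%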;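 note: plate controls were induced DMSO wells for no effect and uninduced yeast grown without galactose for full effect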
# APJ antagonist: antagonists of human APJ apelin receptor; P35414; CHO-K1 APJ beta-arrestin complementation, luminescence; inhibition, % at 20 µM; 330,000 tested, 0.32% active; AID 2521;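 active = inhibition above about 40% at 20 µM, limit read from the data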;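 note: cells challenged with 10 nM apelin-13 agonist together with compound; plate controls were apelin-13 plus DMSO wells for no effect and DMSO wells lacking apelin-13 for full effect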
# Target sequence (P35414 whole entry, looked up): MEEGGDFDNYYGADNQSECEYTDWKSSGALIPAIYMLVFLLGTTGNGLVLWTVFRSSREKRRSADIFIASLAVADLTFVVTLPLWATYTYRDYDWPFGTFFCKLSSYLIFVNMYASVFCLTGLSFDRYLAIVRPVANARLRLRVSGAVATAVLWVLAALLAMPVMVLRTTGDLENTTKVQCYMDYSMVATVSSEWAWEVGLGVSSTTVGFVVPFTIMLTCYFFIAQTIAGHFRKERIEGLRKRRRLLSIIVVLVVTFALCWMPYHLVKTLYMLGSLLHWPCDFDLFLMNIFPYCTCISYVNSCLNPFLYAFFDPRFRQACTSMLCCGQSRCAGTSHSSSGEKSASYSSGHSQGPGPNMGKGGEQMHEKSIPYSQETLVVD
# APJ ag: APJ receptor agonism | activation, % at 20 µM | 330,000 tested, 0.11% active | CHO-K1 APJ PathHunter beta-arrestin, luminescence; 0% DMSO wells, 100% apelin;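 active = activation more than six SD over the plate average, tested at 20 µM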;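 note: 0% = DMSO alone and 100% = apelin-13 at 10 nM; some results filed as inactive read as strong as hits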
#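 Assay system: engineered CHO-K1 APJ arrestin reporter cells; Amount: 1000 CHO-K1 reporter cells seeded per well; Dosing: one dose, 20 µM compound, 1% DMSO; Times: compound stimulation 90 min at 25 °C, detection 60 min; Measured by: luminescent beta-gal fragment complementation, chemiluminescent substrate; Read-out: APJ–arrestin association signal; Controls: DMSO vs Apelin-13 10 nM.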
# TIM10 inh: TIM10 yeast growth inhibition; S. cerevisiae TIM10 strain growth, BacTiter-Glo luminescence, 24 h; inhibition, % at 10 µM; 330,000 tested, 1.4% active;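 active = inhibition of 40% or more at the single tested concentration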;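 note: wild-type TIM10 isogenic control strain grown at permissive 25 °C; 0% = DMSO yeast wells and 100% = minimal medium wells without yeast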
# MIN6 prolif: inducers of beta-cell replication in MIN6 cells; MIN6 cells proliferation, ATPlite luminescence, 48 h; cells starved in 0.2% serum; 100% = growth in 10% serum; proliferation, % at 10 µM; 330,000 tested, 0.29% active;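 active = compounds whose signal lies at least 3.5 SD above the mean of all wells on their plate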;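 note: 0% = DMSO-treated cells in low-serum medium and 100% = 10% serum control; some compounds called inactive have numbers as strong as hits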
# MPTP inh: inhibitors of mitochondrial permeability transition pore; inhibition, % at 10 µM; isolated mouse mitochondria, Ca2+ swelling absorbance, 30 min; AID 602449; 360,000 tested, 1.4% active;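 active = inhibition of 50% or more, scaled per plate between neutral and stimulator controls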;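 note: 0% = DMSO wells given calcium and 100% = 1 mM EGTA wells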
# tim23-1 inh: inhibits growth of tim23-1 mutant yeast | S. cerevisiae tim23-1 growth, BacTiter-Glo luminescence, 24 h | 330,000 tested, 1.3% active | inhibition, % at 20 µM;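 active = growth inhibition of the mutant yeast at or above 50%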;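 note: temperature-sensitive mutant grown at 25 °C; plate controls were DMSO-treated mutant yeast for no effect and medium wells lacking yeast for full effect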
# * = called active by the depositor; . = no result given.
# Every second line gives: GRIN3A LBD mod	tim10-1 inh	NLRP3 yeast inh	APJ antagonist	APJ ag	TIM10 inh	MIN6 prolif	MPTP inh	tim23-1 inh
CC1CCC(=NNc2ccc(C(F)(F)F)cc2[N+](=O)[O-])CC1 (centres undefined)
→ 0	10	19	10	-1	-9	0	-0.8	10
C=CCn1c(C)c(C(C)=O)cc(NC(=O)c2ccccc2)c1=O
→ 2	-13	5	10	-3	-1	-3	-1.8	-2
Cc1ccc(S(=O)Cc2ccc(C(=O)N3CCN(C4CCCCC4)CC3)o2)cc1 (centres undefined)
→ 0	3	-4	13	-2	-3	-1	2.4	-6
CCOC(=O)c1c(C)[nH]c(C(=O)CN(C)CC(=O)Nc2ccccc2Cl)c1C
→ -3	-30	21	-11	-1	-15	-6	0.9	8
CCOc1ccc(CN2CCN(C(=O)c3ccco3)CC2)cc1
→ 0	-6	14	2	-3	-11	4	-0.3	12
CSc1cccc(NC(=O)Nc2ccccc2)c1
→ 10	-36	15	-2	-1	-9	-2	88*	-24
CCCCn1c(=O)[nH]c(=O)c2c(C(=O)OCC)cc(-c3cccs3)nc21
→ -8	-1	8	0	-3	11	-2	-1.8	13
NC(=O)CSc1ccc(S(=O)(=O)N2CCOCC2)cn1
→ 4	-5	17	0	1	1	-1	0.5	-1
NS(=O)(=O)c1cccc(NC(=O)CSc2nc3ccccc3[nH]2)c1
→ 0	-25	0	6	-3	-2	-2	1.5	-6
CC(OC(=O)c1cccnc1Cl)C(=O)Nc1ccc(S(N)(=O)=O)cc1 (centres undefined)
→ 0	2	0	5	-3	-4	-2	0.1	1
Cc1ccc(C)c(NC(=O)c2ccc(OC(=O)c3ccco3)cc2)c1
→ 0	27	13	-3	-5	23	-2	0.0	34
O=C(CCC(=O)c1cccs1)OCC(=O)c1ccccc1F
→ -2	18	9	27	0	13	-1	-1.3	27
CN(CC(=O)Nc1ccccc1Br)Cc1nc2ccccc2c(=O)[nH]1
→ -1	14	16	19	-3	-7	4	-0.2	2
CCOC(=O)C1=C(C)NC(=S)NC1c1cccs1 (centres undefined)
→ -2	20	4	0	-2	0	0	1.2	7
Cc1ccc(SCC(=O)NCCC2=CCCCC2)cc1
→ 0	20	-4	1	-2	17	-4	5.2	1
Cc1cc(N2CCN(C)CC2)ccc1NC(=O)c1c2c(nc3ccccc13)CCN(Cc1ccccc1)C2
→ 0	2	23	-16	16*	11	-4	0.2	-8
CCN(CC)C(=O)[C@H]1C[C@H](CC(=O)NCc2ccco2)C(=O)N2CCc3c([nH]c4cc(-c5ccco5)ccc34)[C@]12C
→ 2	11	.	.	.	-6	.	-0.7	34
Cc1nn(Cc2ccccc2)c2c1C(c1ccco1)C(C#N)=C(N)O2 (centres undefined)
→ 0	10	22	12	-2	11	3	0.0	9
COCCn1cnnc1SCC(=O)c1ccc(S(=O)(=O)N2CCCC2)cc1
→ 0	3	-2	1	0	-8	-2	1.9	-4
On1nnc2cc(C(F)(F)F)ccc21
→ -2	-11	-8	-11	-4	8	-3	-0.7	2
CC(C)N(C(=O)[C@H]1C[C@H](CC(=O)NCCC2=CCCCC2)C(=O)N2CCc3c([nH]c4ccc(Cl)cc34)[C@]12C)C(C)C
→ 3	22	.	.	.	5	.	1.4	43
NC(=O)CC(NC(=O)Cc1ccc(Cl)cc1)c1ccc(NCC2CC2)c([N+](=O)[O-])c1 (centres undefined)
→ -1	12	13	25	-3	7	-6	-2.9	14
COc1ccccc1CN1CCC(CNS(=O)(=O)c2cc(-c3cc(C)no3)ccc2C)CC1
→ -1	8	11	-10	4	-7	-7	3.7	-37
CC(C)CN(C(=O)c1cccc(F)c1)c1c(N)n(CC(C)C)c(=O)[nH]c1=O
→ -1	8	21	-9	-2	-23	-3	-0.3	4
CCCN1CCN(C(=S)Nc2ccccc2C(F)(F)F)CC1
→ -11	9	-5	5	-5	6	1	0.1	-1
COc1ccc(-c2nc3c4ccccc4ccn3c2C=O)cc1
→ 0	16	11	12	-2	4	4	0.6	-12
Cc1ccc(C(=O)OC2CCS(=O)(=O)c3sccc32)cc1 (centres undefined)
→ -1	3	20	-16	2	5	0	-1.5	18
O=C(O)c1cc([N+](=O)[O-])c(Sc2nc3ccccc3[nH]2)c([N+](=O)[O-])c1
→ 0	8	2	-5	2	5	-1	2.9	-9
COc1ccccc1/C=C1\SC(=S)N(CCC(=O)NCCCn2ccnc2)C1=O
→ -1	7	17	-3	3	-1	-7	-1.4	21
COc1ccc(OC)c(C2C(C(=O)Nc3ccc(F)cc3)=C(C)Nc3nc(CCCO)nn32)c1 (centres undefined)
→ -1	9	18	1	-2	8	-1	0.1	-5

# In the list so far, four contain a thiophene ring, fused or not.
# Every second line gives: GRIN3A LBD mod	tim10-1 inh	NLRP3 yeast inh	APJ antagonist	APJ ag	TIM10 inh	MIN6 prolif	MPTP inh	tim23-1 inh
CCCCn1c(=O)[nH]c(=O)c2c(C(=O)OCC)cc(-c3cccs3)nc21
→ -8	-1	8	0	-3	11	-2	-1.8	13
O=C(CCC(=O)c1cccs1)OCC(=O)c1ccccc1F
→ -2	18	9	27	0	13	-1	-1.3	27
CCOC(=O)C1=C(C)NC(=S)NC1c1cccs1 (centres undefined)
→ -2	20	4	0	-2	0	0	1.2	7
Cc1ccc(C(=O)OC2CCS(=O)(=O)c3sccc32)cc1 (centres undefined)
→ -1	3	20	-16	2	5	0	-1.5	18

# A different layout for 2 compounds above:
CN(CC(=O)Nc1ccccc1Br)Cc1nc2ccccc2c(=O)[nH]1
  GRIN3A LBD mod: -1 | tim10-1 inh: 14 | NLRP3 yeast inh: 16 | APJ antagonist: 19 | APJ ag: -3 | TIM10 inh: -7 | MIN6 prolif: 4 | MPTP inh: -0.2 | tim23-1 inh: 2
CCOC(=O)C1=C(C)NC(=S)NC1c1cccs1 (centres undefined)
  GRIN3A LBD mod: -2 | tim10-1 inh: 20 | NLRP3 yeast inh: 4 | APJ antagonist: 0 | APJ ag: -2 | TIM10 inh: 0 | MIN6 prolif: 0 | MPTP inh: 1.2 | tim23-1 inh: 7

# Structures listed above shown as hits in MPTP inh.
Molecule | GRIN3A LBD mod | NLRP3 yeast inh | APJ antagonist | MPTP inh
CSc1cccc(NC(=O)Nc2ccccc2)c1 | 10 | 15 | -2 | 88*

# (continued)
# Every second line gives: GRIN3A LBD mod	tim10-1 inh	NLRP3 yeast inh	APJ antagonist	APJ ag	TIM10 inh	MIN6 prolif	MPTP inh	tim23-1 inh
COc1cc2ccc(=O)oc2cc1OCC(O)C(C)(C)O (centres undefined)
→ 0	-12	6	-3	-2	-12	1	-0.5	-9
O=S(=O)(c1ccc(F)cc1)N1CCC(n2cnc3ccccc32)CC1
→ 1	10	17	12	1	18	2	-0.6	14
COc1cc(CN2CCCCC2)ccc1OCc1ccccc1
→ 0	-24	16	-12	-2	-8	-1	0.0	3
NC(=O)c1nsc(C(=O)N(c2ccccc2)C(C(=O)NC2CCCC2)c2ccc3ncccc3c2)c1N (centres undefined)
→ -2	12	-3	-7	2	5	-2	0.0	-3
Cc1csc2nc(NC(=O)c3ccccc3)sc(=O)c12
→ 9	13	30	17	-1	-2	-3	4.8	12
COc1cc2ccccc2cc1C(=O)Nc1ccc(NC(=O)c2cccs2)cc1
→ 29*	-33	21	6	2	-35	-1	0.4	-25
Cc1ccccc1N1C(=O)CC2(CCCC2)CC1=O
→ -2	13	-3	3	0	-8	-3	-1.1	-2
Cc1ccc(NC(=O)CCC(C(=O)O)N2C(=O)c3ccccc3C2=O)cc1 (centres undefined)
→ 2	-2	-2	7	-2	10	-3	-0.9	4
CCn1cc(CNC(=O)c2ccc3nc(Cc4ccc(OC)cc4)oc3c2)cn1
→ -2	-8	18	3	-1	-8	-4	32	8
Cc1cc(=O)oc2cc(OCC(=O)OCC(=O)Nc3ccccc3C(C)C)ccc12
→ -3	15	14	-2	3	-6	-2	0.4	17
CCN(CC)S(=O)(=O)c1ccc(=O)n(CC(=O)N2Cc3ccccc3CC2C(N)=O)c1 (centres undefined)
→ 1	1	-11	3	1	-1	0	-0.6	-10
Cc1ccccc1-n1c(SCc2ccccn2)nc2n[nH]c(C)c2c1=N
→ -5	40*	16	-2	3	18	1	-1.0	38
COc1cccc(Oc2cncnc2-c2ccc(OC)cc2O)c1
→ 2	-31	15	-4	-19	11	-1	2.7	5
O=C(NC1CCCCC1)C(c1ccc(F)cc1)N(Cc1ccco1)C(=O)Cn1nnc2ccccc21 (centres undefined)
→ 0	6	9	15	-1	-2	-2	2.0	1
Cc1c(NC(=O)C(C)OC(=O)COc2ccccc2)c(=O)n(-c2ccccc2)n1C (centres undefined)
→ 0	5	-7	3	-1	4	1	2.4	4
COC(=O)c1ccc(NC(=O)CCS(=O)(=O)c2ccc3c(c2)NC(=O)C(C)S3)cc1 (centres undefined)
→ -1	15	5	-5	0	8	-2	-2.2	10
OCCCNc1ncnc2sc(-c3ccccc3)cc12
→ -1	18	24	1	2	11	1	0.6	15
O=Cc1cc2ccccc2nc1SCCCF
→ -2	64*	14	-5	1	78*	-6	0.5	67*
Cc1cc2cc(C)c(SCC(=O)NCc3ccco3)nc2cc1C
→ 3	17	47	11	-2	25	-3	3.0	13
COC(=O)c1ccccc1OCC(=O)NC1CCCCC1
→ 0	-32	77*	10	-3	-11	2	-0.7	4
COC(=O)c1ccc(COc2c(F)c(F)cc(F)c2F)o1
→ 2	6	7	4	-5	-9	1	-0.6	-1
CCC1S/C(=N/C(=O)NC2CCCCC2)NC1=O (centres undefined)
→ -2	15	13	13	-4	9	-2	0.8	12
CSCCC(NC(=O)C1CCC(C)CC1)C(=O)N1CCN(c2ccccn2)CC1 (centres undefined)
→ 1	-3	3	9	0	-10	-1	-0.7	12
O=C(O)C1C2CCC(O2)C1C(=O)NCc1ccc(Cl)cc1 (centres undefined)
→ -1	-16	20	8	-2	-1	3	-1.6	2
CCOC(=O)Cn1c(=O)c(-c2ccccc2NC)nc2ccccc21
→ 1	-3	23	20	-4	-2	1	0.0	8
CCCNC(=O)COc1ccc2c(=O)c(Oc3ccccc3F)coc2c1
→ 0	29	13	2	-1	12	-2	1.6	8
Cc1ccc(S(=O)(=O)c2cc3c(=O)n4ccccc4nc3n(CC3CCCO3)c2=N)cc1C (centres undefined)
→ -2	17	19	0	-3	18	0	1.1	18
Cc1cccc(NC(=O)CCNC(=O)c2ccc(Br)cc2)c1
→ -3	-28	18	14	-3	-25	-4	-0.7	-21
CCC(CC)C(=O)Nc1cccc(C(=O)N2CCCCCC2)c1
→ -3	16	18	6	-5	15	1	0.4	27
CN1C(=O)/C(=C2\SC(=S)N(CCCCCC(=O)O)C2=O)c2ccccc21
→ 0	10	-8	-56	6	5	-1	8.2	9

# Screening results: PubChem, Sanford-Burnham Center for Chemical Genomics
